Bioassay records deposited in PubChem BioAssay by The Scripps Research Institute Molecular Screening Center.
PAD4 inh: inhibitors of human PAD4; Q9UM07; recombinant PAD4, RCA probe fluorescence polarization; inhibition, % at 6.36 µM; 330,000 tested, 0.41% active;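 active = percent inhibition above a cutoff equal to the mean of all tested compounds plus 3 SD, cut at about 15% in these data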;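 note: 0% = PAD4 with RCA probe and DMSO and 100% = probe without PAD4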
Target sequence (Q9UM07 whole entry, looked up): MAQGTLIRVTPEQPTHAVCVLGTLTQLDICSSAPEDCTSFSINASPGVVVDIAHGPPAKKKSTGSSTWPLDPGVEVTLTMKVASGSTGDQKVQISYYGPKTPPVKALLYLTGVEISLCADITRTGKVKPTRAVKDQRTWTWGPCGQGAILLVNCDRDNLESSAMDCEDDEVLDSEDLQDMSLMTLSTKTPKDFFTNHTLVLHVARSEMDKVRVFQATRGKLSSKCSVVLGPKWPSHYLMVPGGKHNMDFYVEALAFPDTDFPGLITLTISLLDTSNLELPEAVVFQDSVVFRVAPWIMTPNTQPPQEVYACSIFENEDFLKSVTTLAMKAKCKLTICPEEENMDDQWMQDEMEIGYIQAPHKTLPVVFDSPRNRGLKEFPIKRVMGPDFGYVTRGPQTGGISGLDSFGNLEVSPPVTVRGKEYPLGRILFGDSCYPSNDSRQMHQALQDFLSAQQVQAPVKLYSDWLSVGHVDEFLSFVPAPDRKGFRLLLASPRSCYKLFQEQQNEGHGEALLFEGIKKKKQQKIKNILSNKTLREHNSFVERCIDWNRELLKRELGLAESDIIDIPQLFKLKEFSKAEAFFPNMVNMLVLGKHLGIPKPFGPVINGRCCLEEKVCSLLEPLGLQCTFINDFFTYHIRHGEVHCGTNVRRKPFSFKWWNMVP
PAFAH2 inh: inhibitors of human PAFAH2; 340,000 tested, 0.99% active; inhibition, % at 3.39 µM; recombinant PAFAH2, FP-rhodamine activity probe, fluorescence polarization; Q99487;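 active = inhibition above the mean over all tested compounds plus 3 SD, cut at about 30% in these data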;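 note: inhibitors block probe labeling of enzyme so polarization drops; 0% = enzyme with DMSO and 100% = wells lacking PAFAH2 protein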
GSTO1 counter: GSTO1 inhibition, counter-screen for RBBP9 inhibitors. inhibition, % at 5.96 µM. P78417. recombinant GSTO1, activity-based probe fluorescence polarization. 300,000 tested, 1.1% active;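 active = inhibition above the campaign mean inhibition plus 3 SD, cut at about 35% in these data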;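 note: 0% = GSTO1-1 with DMSO and 100% = wells lacking GSTO1-1 enzyme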
LYPLA2 inh: LYPLA2 (human) inhibition in PME1 counter-screen; recombinant LYPLA2, FP-Rh probe fluorescence polarization; inhibition, % at 5.9 µM; 320,000 tested, 0.38% active; AID 2177;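 active = inhibition above the screen-wide mean plus 3 SD, limit set per campaign, cut at about 26% in these data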;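 note: 0% = LYPLA2 with DMSO and 100% = wells lacking LYPLA2 enzyme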
Target sequence (O95372 whole entry, looked up): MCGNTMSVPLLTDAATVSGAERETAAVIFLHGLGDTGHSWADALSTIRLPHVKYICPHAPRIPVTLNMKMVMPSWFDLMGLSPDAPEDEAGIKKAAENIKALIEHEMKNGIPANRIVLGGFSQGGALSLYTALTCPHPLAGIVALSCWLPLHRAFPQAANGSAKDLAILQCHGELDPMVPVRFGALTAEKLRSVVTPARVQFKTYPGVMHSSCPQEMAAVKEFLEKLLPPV
LYPLA1 counter: counter-screen for PME1 inhibitors: inhibitors of human LYPLA1; O75608; 320,000 tested, 0.16% active; inhibition, % at 5.9 µM; recombinant LYPLA1, FP-Rh probe fluorescence polarization;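 active = inhibition above the mean of all tested compounds plus 3 SD, set per campaign, cut at about 14% in these data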;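 note: inhibitors block serine hydrolase probe labeling of LYPLA1 so polarization falls; 0% = enzyme with DMSO and 100% = wells lacking LYPLA1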
pPAFAH inh: pPAFAH (human) enzyme inhibition; inhibition, % at 3.39 µM; recombinant pPAFAH, FP-rhodamine probe fluorescence polarization; Q13093; 330,000 tested, 1.5% active;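 active = inhibition above the mean inhibition across the screen plus 3 SD, cut at about 25% in these data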;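 note: inhibitors block binding of the rhodamine activity-based probe so polarization drops; 0% = enzyme with DMSO and 100% = wells lacking pPAFAH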
PME-1 inh: PME-1 (human) inhibition | Q9Y570 | recombinant PME-1, FP-Rh probe fluorescence polarization | inhibition, % at 5.9 µM | 320,000 tested, 0.53% active;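 active = inhibition above the campaign mean of all compounds plus 3 SD, cut at about 26% in these data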;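 note: competitive labeling of PME-1 active site by serine hydrolase directed probe; 0% = PME-1 with DMSO and 100% = wells lacking PME-1 enzyme; inhibitors block probe labeling so polarization falls and inhibition rises; many of its hits are not listed in these tables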
PAFAH1B2 FP inh: blocks human PAF acetylhydrolase 1b catalytic subunit 2 | P68402 | recombinant PAFAH1B2, FP-rhodamine activity probe, fluorescence polarization | inhibition, % at 3.39 µM | 340,000 tested, 1.2% active | AID 492953;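 active = inhibition above the mean of all tested compounds plus 3 SD, cut at about 24% in these data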;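 note: 0% = enzyme with DMSO and 100% = wells lacking PAFAH1B2; many of its hits are not listed in these tables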
PAFAH1B3 FP inh: PAFAH1B3 (human) inhibition; Q15102; recombinant PAFAH1B3, FP-rhodamine probe, fluorescence polarization; inhibition, % at 3.39 µM; 340,000 tested, 0.28% active; AID 492972;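 active = inhibition above the screen-wide average of all tested compounds plus 3 SD, cut at about 25% in these data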;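 note: 0% = enzyme with DMSO only and 100% = wells lacking PAFAH1B3 protein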
The depositor's hits bear a star; x = no result given. A portion of the library; rates above refer to the full screens.

Molecule	PAD4 inh	PAFAH2 inh	GSTO1 counter	LYPLA2 inh	LYPLA1 counter	pPAFAH inh	PME-1 inh	PAFAH1B2 FP inh	PAFAH1B3 FP inh
O=C(Nc1ccc(S(=O)(=O)Nc2ncccn2)cc1)C1COc2ccccc2O1 (stereo not given)	-5	4	-5	5	2	8	-8	6	5
CC(=O)N1CCN(c2ccc(NC(=O)c3cccc(OCc4ccccc4)c3)cc2)CC1	-3	6	2	0	1	10	0	-3	2
Cc1ccc(Nc2c3c(nc4ncnn24)CCC3)cc1	-3	3	0	5	3	-3	0	1	6
COc1cc2cc(CN(Cc3cccs3)C(=S)Nc3ccc(C)cc3)c(=O)[nH]c2cc1OC	3	-32	-13	-32	-22	1	-10	-3	-3
COc1ccc(NC(=O)CN(C)C(=O)c2ccc(NS(=O)(=O)c3ccc(C)c([N+](=O)[O-])c3)cc2)cc1	-4	-2	-1	-3	-1	8	-1	6	13
CC(OC(=O)c1ccccc1NCCO)C(=O)Nc1ccnn1C(C)C (stereo not given)	4	0	x	4	-1	-4	-4	2	0
C=CCSc1nnc(NC(=O)Cn2cnc3c2c(=O)n(C)c(=O)n3C)s1	-2	3	6	1	-2	-2	0	-2	5
Cc1cccc(N2CCN(C(=O)c3cc(C)oc3C)CC2C)c1 (stereo not given)	-4	3	3	5	0	-3	0	-5	7
COc1ccc(/C(C#N)=C/c2ccccn2)cc1	-10	-1	-2	-8	0	-5	-5	2	8
Cc1ccccc1-n1c(C)cc(/C=C(\C#N)C(=O)NCC2CCCO2)c1C (stereo not given)	5	0	-4	1	3	26*	-6	1	-1
CC(C)CN(C(=O)COC(=O)CNC(=O)c1ccc(Cl)cc1)C1CCS(=O)(=O)C1 (stereo not given)	-2	-9	7	3	2	8	-4	1	-1
O=[N+]([O-])c1ccc(NC(=S)N2CCc3ccccc3C2)cc1	0	-2	-6	-1	-5	0	8	9	0
O=C(Nc1nc2nccc(-c3ccccc3)n2n1)C(Cl)(Cl)Cl	-3	-1	-1	1	0	4	5	-7	-2
O=C(NCCS(=O)(=O)NCc1cccnc1)c1ccccc1	-1	3	0	-1	-2	3	0	3	5
COc1ccc(-c2cc(-c3ccc(O)cc3)nc(N)c2C#N)cc1	-1	1	-5	-11	-4	6	-2	3	1
COc1ccc(-n2c(SCc3nnc(-c4ccccc4)o3)nnc2-c2ccccc2)cc1	-6	-6	-1	-7	-3	-5	12	8	2
CC(C)CC(=O)N1CCN(S(=O)(=O)c2ccc(F)cc2)CC1	2	0	-2	1	0	6	-1	3	2
CC(C)CC(c1nnnn1C(C)(C)C)N1CCN(Cc2ccccc2)CC1 (stereo not given)	0	7	-5	-2	0	-1	3	7	6
Cc1cccc(NS(=O)(=O)c2cc(C(=O)N3CCOCC3)ccc2Cl)c1	3	-3	2	-5	1	-1	-5	-1	0
CCOC(=O)c1ccc2c(c1)nc(SC(C)C(=O)NCC1CCCO1)n2CC (stereo not given)	-8	2	x	1	-3	-2	-1	-8	6
CC1(C)CC(=O)C2=C(C1)Nc1ccccc1NC2c1ccc(F)c(F)c1 (stereo not given)	4	2	-4	4	3	5	6	4	10
COc1cccc(OC)c1C(=O)N1CCN=C1SCc1cccnc1	-1	-4	-1	-6	0	0	0	-2	11
CN(c1c(C#N)c(C(F)(F)F)nn1C)N(S(C)(=O)=O)S(C)(=O)=O	0	-1	-5	5	0	4	-1	5	7
CCOc1ccc(NC(=O)C(C)Oc2ccccc2C(=O)Nc2ccc(C)c(Cl)c2)cc1 (stereo not given)	-1	-54	-17	-73	-36	-22	-71	-16	-46
COc1ccc(-c2csc(NC(=O)C3=COCCO3)n2)c(OC)c1	2	9	-1	2	0	0	1	-2	4
CS(=O)(=O)N(Cc1ccccc1)c1ccc(C(=O)NCc2cccnc2)cc1	-6	0	8	2	-4	7	-4	20	1
CCOC(=O)c1c(NC(=O)COc2ncnc3sccc23)sc2c1CCC2	-4	-4	-8	-1	-1	6	3	-5	-1
CCc1ccccc1N1C(=O)C2C3CC(=O)C(c4ccccc43)C2C1=O (stereo not given)	-4	-3	-1	-2	-1	-5	-8	1	4
CCCNC(=O)CCc1c(C)nc2c(c(C)nn2-c2ccc(C)cc2)c1C	-2	-8	-3	0	-2	2	1	-4	0
O=C(c1ccco1)N1CCN(S(=O)(=O)c2cccc([N+](=O)[O-])c2)CC1	-5	0	11	-5	-4	3	1	7	6
CC(=O)c1ccc(NC(=O)C2CCCN2S(=O)(=O)c2cccc3cccnc23)cc1 (stereo not given)	-4	7	-1	-7	-4	1	5	-2	1
COc1ccc(C(=O)n2cnc3ccccc32)cc1Br	0	4	-3	2	1	7	1	4	5
CCN(CC)CCCNC(=O)c1ccccc1C	4	-1	7	4	1	-1	5	-1	3
CS(=O)(=O)N1CCN(C(=O)c2cc(-c3cccs3)nc3ccccc23)CC1	1	3	1	5	0	0	3	-7	-3
O=C(Nc1cc(SCCO)cc([N+](=O)[O-])c1)c1ccco1	-7	-3	5	-5	-2	3	0	5	-1
CCOc1ccc(NC(=O)CS(=O)CC(=O)Nc2cccnc2)cc1 (stereo not given)	-5	-4	0	-1	1	-2	-1	2	11
CC(OC(=O)c1ccc(S(=O)(=O)N2CCOCC2)cc1)c1ccccc1 (stereo not given)	-8	2	-8	5	2	5	-4	13	0
Cc1ccc(-n2ccnc2SCC(=O)O)c(C)c1	1	9	1	0	-1	2	3	1	1
CCCCOc1ccc(N(CC(=O)NC2CCCCC2)C(=O)c2snc(C(N)=O)c2N)cc1	-1	-6	11	1	-4	4	-2	3	3
CC(CNC(=O)c1cc(COc2c(F)cccc2F)on1)Oc1cccnc1 (stereo not given)	0	-4	-3	17	5	4	1	2	11
CCN(c1ccccc1)S(=O)(=O)c1csc(C(N)=O)c1	0	2	3	1	0	0	1	20	5
Nc1c(NCc2ccccc2F)c(=O)[nH]c(=O)n1Cc1ccccc1	-5	4	1	5	1	2	2	3	2
CC(=O)Nc1ccc(SCC(=O)c2cc(C)n(CC(F)(F)F)c2C)cc1	1	1	11	-5	1	0	4	5	5
Cc1ccc(S(=O)(=O)c2c(N)n(CCC(C)C)c3nc4ccccc4nc23)cc1	-4	-7	-1	-39	-25	-8	-36	0	14
Oc1ccc(N2CCN(Cc3nc4ccccc4[nH]3)CC2)cc1	-1	-2	10	1	0	17	-1	-4	2
O=C(COC(=O)CCc1c[nH]c2ccccc12)Nc1ccc([N+](=O)[O-])cc1	2	-1	-1	5	2	15	11	2	2
Cc1cccc(C(=O)NCCNC(=O)c2cccnc2)c1	2	6	8	2	-3	2	-4	0	-2
CC(C)(C)c1ccc(NC(=O)NCc2ccco2)cc1	1	4	4	3	0	8	3	-1	8
Cn1cc(SCC(=O)Nc2ccc3c(c2)OCCO3)c2ccccc21	-4	-7	0	-1	-3	5	-3	8	7
O=C(c1ccc(OC2CCN(CCc3ccccc3)CC2)cc1)N1CCCCC1CCCO (stereo not given)	-2	-4	4	8	0	-2	-4	0	1
COc1ccc(-c2ccccc2)cc1NCc1ccccc1C	-4	-7	0	-2	-2	10	-2	7	2
Cc1ccc(C(=O)Cn2cc([N+](=O)[O-])nc2C)cc1	2	-6	10	14	3	3	4	7	-1
O=S(=O)(N1CCCCCC1)N1CCN(S(=O)(=O)N2CCOCC2)CC1	0	2	-5	5	1	4	1	-3	5
COc1ccc(-c2ccc(=O)n(CC(=O)NC3CCc4ccccc43)n2)cc1OC (stereo not given)	-2	5	1	-2	0	7	5	2	4
COC(=O)Cn1c(CN(Cc2ccccc2)Cc2ccccc2)nc2c1c(=O)[nH]c(=O)n2C	-3	4	4	6	0	1	3	4	0
O=C(O)C1(P(=O)(c2ccccc2)c2ccccc2)CCCC1	-1	1	14	2	2	4	6	2	2

Next part:
Molecule	PAD4 inh	PAFAH2 inh	GSTO1 counter	LYPLA2 inh	LYPLA1 counter	pPAFAH inh	PME-1 inh	PAFAH1B2 FP inh	PAFAH1B3 FP inh
O=C(Nc1cc(C(F)(F)F)ccc1N1CCOCC1)C1CC1	-9	-1	x	-1	-2	-1	-10	4	1
C/C(=N\NC(=O)c1nnn(-c2nonc2N)c1CN1CCc2ccccc21)c1ccccc1O	0	5	1	1	3	2	-3	4	6
CC(=O)NC1=C(NC2CCS(=O)(=O)C2)C(=O)c2ccccc2C1=O (stereo not given)	-13	-2	31	2	-1	4	-1	4	7
Cc1ccc(C(=O)NCCNC(=O)c2ccco2)cn1	4	1	2	-2	0	3	-3	-4	-3
CC(C)c1ccc(-c2cc(C(=O)N3CCOCC3)c3cc(Br)ccc3n2)cc1	3	-6	7	3	0	3	3	0	8
Cc1ccc(NC(=O)NCc2cccn2C)cc1C	3	3	-2	4	-3	6	-8	3	2
Nc1nc(SCC(=O)Nc2cc(-c3ccccc3)nn2-c2ccccc2)n[nH]1	-2	-3	6	-4	-2	3	-3	-1	6
O=C(CCc1ccccc1)Nc1ccc(S(=O)(=O)NC2=NCCCCC2)cc1	-2	2	x	x	x	8	x	2	1
COc1cc2cc(Br)cc(Br)c2nc1C	0	-12	2	3	0	5	-6	7	6
COc1ccccc1CNC(=O)c1cc(-c2ccncc2)nc2c(Cl)cccc12	-1	-9	-3	-5	-5	1	-7	0	5
COc1ccc(OC)c(C(=O)CSc2nnc(Cc3cccs3)n2CCc2ccccc2)c1	1	-3	-10	-12	-4	8	1	3	-6
Cc1ccc(CNC(=O)CN(C(=O)N2CCN(C)CC2)S(=O)(=O)c2ccc(C)cc2)cc1	-3	5	8	1	0	4	-4	3	6
CCc1ccc(NC(=O)CS(=O)CC(=O)NC(C)CCc2ccco2)cc1 (stereo not given)	-1	7	0	1	-5	5	-3	4	-1
Cc1ccc(N2C(=O)c3ccccc3NC2C(C)Cc2ccc3c(c2)OCO3)cc1 (stereo not given)	1	-6	1	-7	-6	6	-9	4	2
Cc1ccc(S(=O)(=O)C(C#N)c2nc3ccccc3nc2OC(C)C)cc1 (stereo not given)	0	16	21	6	1	13	1	10	11
CCC(C)[C@@H](CN)NCC1(c2ccccc2)CC1 (stereo not given in full)	-2	4	x	2	4	-1	-1	0	6
Cc1ccc(S(=O)(=O)N2CCN(C(=O)c3cccs3)CC2)cc1C	1	6	6	-2	-2	3	4	4	6
CCOc1cccc(OCCCCN2CCCCC2)c1	2	5	0	2	2	5	3	0	-6
COc1ccc(OC)c(S(=O)(=O)Nc2c(F)cccc2F)c1	-3	5	1	2	-2	5	4	8	-7
CCCCn1c(-c2ccco2)nc2ccccc2c1=O	-1	4	0	-3	-6	3	1	10	5
COc1ccc(CC(=O)Nc2ccc(-c3nnc(-c4ccccc4)o3)cc2)cc1	-6	-12	-19	-4	3	-3	-5	-5	-10
CCC1C(=O)C[C@H]2CCN3C(=O)CCCC1C23 (stereo not given in full)	2	-4	x	x	x	4	x	6	13
